Assay outcomes (PubChem BioAssay)
M4 antag – blocks acetylcholine activation of human M4 receptor; inhibition, % at 3 µM; P08173; AID 624125; 0.73% of 360,000 active; CHO-hM4 cells, ACh EC80, Fluo-8 calcium fluorescence;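 active = inhibition above its plate's cutoff, the mean inhibition of sample wells plus 3 SD, cut at about 27% in these data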;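 also: 0% = acetylcholine EC80 with DMSO and 100% = DMSO without agonist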
Target sequence (P08173 whole entry, looked up): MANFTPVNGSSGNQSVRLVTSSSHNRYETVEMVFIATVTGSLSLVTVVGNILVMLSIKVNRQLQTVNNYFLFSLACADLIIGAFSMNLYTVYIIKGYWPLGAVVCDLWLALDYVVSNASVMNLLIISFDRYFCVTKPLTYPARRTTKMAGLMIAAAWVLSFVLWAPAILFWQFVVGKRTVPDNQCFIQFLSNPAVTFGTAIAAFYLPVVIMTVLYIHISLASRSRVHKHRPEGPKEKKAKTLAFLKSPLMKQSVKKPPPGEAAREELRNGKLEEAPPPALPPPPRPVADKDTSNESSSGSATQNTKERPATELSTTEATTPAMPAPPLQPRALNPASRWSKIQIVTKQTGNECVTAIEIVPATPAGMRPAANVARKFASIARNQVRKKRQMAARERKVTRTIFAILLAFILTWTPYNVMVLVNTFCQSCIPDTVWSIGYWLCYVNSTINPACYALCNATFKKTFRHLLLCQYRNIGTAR
CHRM4 PAM – CHRM4 positive allosteric modulation; P08173; CHO-K1 hM4/Gqi5, Fluo-8 calcium fluorescence, ACh EC20; 0% = ACh EC20, 100% = maximal ACh; activation, % at 3 µM; 0.4% of 360,000 active;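 active = activation above its plate's cutoff, the mean activation of sample wells plus 3 SD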; also: some results filed as inactive read as strong as hits
M1 ag parental – nonselective activator or artifact in parental CHO-K1 cells; Fluo-8 calcium fluorescence; scaled to maximal ATP response, vehicle zero; activation, % at 3 µM; 0.48% of 360,000 active; AID 602248; in the data active = activation above about 15%;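 also: untransfected CHO-K1 host cells lacking M1 receptor as counterscreen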
CHRM5 antagonist – antagonists of human muscarinic M5 receptor (CHRM5) | P08912 | CHO-hM5 cells, Fluo-8 calcium fluorescence, ACh EC80 | inhibition, % at 3 µM | 0.59% of 360,000 active;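 active = inhibition above a per-plate cutoff, the mean of that plate's test compounds plus 3 SD, cut at about 27% in these data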;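 also: 0% = acetylcholine EC80 with DMSO and 100% = DMSO without agonist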
Target sequence (P08912 whole entry, looked up): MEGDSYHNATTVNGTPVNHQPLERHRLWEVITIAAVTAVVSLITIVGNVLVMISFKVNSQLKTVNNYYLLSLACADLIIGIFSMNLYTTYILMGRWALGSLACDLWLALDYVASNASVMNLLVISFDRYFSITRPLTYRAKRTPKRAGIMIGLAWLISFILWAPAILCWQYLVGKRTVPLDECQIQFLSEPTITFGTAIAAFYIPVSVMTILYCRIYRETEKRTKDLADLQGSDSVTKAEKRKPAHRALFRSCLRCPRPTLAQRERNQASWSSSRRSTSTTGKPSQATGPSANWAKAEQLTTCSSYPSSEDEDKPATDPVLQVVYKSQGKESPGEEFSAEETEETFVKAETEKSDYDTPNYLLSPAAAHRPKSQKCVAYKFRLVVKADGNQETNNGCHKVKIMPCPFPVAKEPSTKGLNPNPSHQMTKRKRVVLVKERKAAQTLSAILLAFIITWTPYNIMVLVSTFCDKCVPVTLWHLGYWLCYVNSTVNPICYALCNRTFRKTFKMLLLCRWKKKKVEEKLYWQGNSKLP
CHRM5 agonist – agonists of human muscarinic M5 receptor (CHRM5); P08912; CHO-K1 hM5 cells, Fluo-8 calcium fluorescence; 0% DMSO wells, 100% maximal acetylcholine response; activation, % at 3 µM; 0.19% of 360,000 active; AID 624037;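 active = activation above the run's mean over test compounds plus 3 SD, cut at about 23% in these data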;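 also: signal is peak over basal fluorescence ratio across the kinetic read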
M4 ag – agonists of human muscarinic M4 receptor (CHRM4). CHO-K1 hM4/Gqi5, Fluo-8 calcium fluorescence; vehicle 0%, full acetylcholine response 100%. activation, % at 3 µM. 0.14% of 360,000 active. AID 624127;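 active = activation above the run mean over all test wells plus 3 SD, cut at about 32% in these data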;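 also: peak over basal fluorescence ratio per well then scaled between controls; 0% = DMSO wells and 100% = acetylcholine at EC100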
CHO-K1 Ca antag – M1 antagonist counterscreen hit in parental CHO-K1 cells; ATP-induced calcium, Fluo-8 fluorescence; 0.6% of 360,000 active; AID 602250; inhibition, % at 3 µM;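 active = inhibition above a per-plate cutoff, the plate's mean sample inhibition plus 3 SD, cut at about 24% in these data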;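 also: 0% = DMSO plus EC80 ATP and 100% = DMSO alone without ATP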
M1 PAM parental – M1 PAM counterscreen hit in parental CHO-K1 cells; ATP EC20, Fluo-8 calcium fluorescence; 0% at ATP EC20, 100% at ATP max; activation, % at 3 µM; 0.02% of 360,000 active; AID 602247;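 active = activation above the run cutoff, the mean activation of all test compounds plus 3 SD, cut at about 40% in these data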;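 also: peak over basal fluorescence ratio in a 140 s read after ATP addition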
M5 PAM – positive allosteric modulators of human muscarinic M5 receptor; P08912; CHO-K1 hM5, Fluo-8 calcium, ACh EC20 PAM; 0% = ACh EC20, 100% = ACh EC100; activation, % at 3 µM; 0.3% of 360,000 active; AID 624038;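 active = activation above the run cutoff, the mean activation of all test compounds plus 3 SD, cut at about 18% in these data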
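Replicates: One well per compound, no replicates | System: Human M5 receptor in CHO-K1 cells | Benchmarks: Low control EC20 acetylcholine (0%), high control EC100 acetylcholine (100%) | Probe or stimulus: Acetylcholine, EC20 level | Times: Fluo-8 loading 80 min at 37 °C plus 30 min room temperature | Signal: Intracellular calcium via Fluo-8 fluorescence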
Active calls of the source: *.

SMILES	M4 antag	CHRM4 PAM	M1 ag parental	CHRM5 antagonist	CHRM5 agonist	M4 ag	CHO-K1 Ca antag	M1 PAM parental	M5 PAM
COc1ccccc1C(=O)NC(=O)COC(=O)CCOc1cc(C)ccc1C	5	3	0.3	2	-1	1	0	-5	-6
Cc1cc(Cl)ccc1C(=O)C1CCCN(C(=O)c2cccc(N3CCCC3=O)c2)C1 (stereo unspecified)	-8	-5	3.0	-2	-5	5	-10	13	-5
CCc1ccc(C(=O)C(C)OC(=O)CNS(=O)(=O)c2ccc(C)cc2)cc1 (stereo unspecified)	-6	0	0.2	6	-2	1	-4	-25	-7
COC(=O)c1ccc(CSc2nnnn2-c2ccc(C)cc2C)o1	-3	-9	2.2	7	-1	5	13	-18	-11
CCOc1ccccc1CNS(=O)(=O)c1csc(C(N)=O)c1	-3	1	2.4	6	0	2	-24	-5	2
CCc1ccc(O)c(CNCCNCc2cc(CC)ccc2O)c1	12	-11	10.0	10	6	10	6	9	-6
O=C(CCSCc1ccccc1F)NCc1cccs1	-4	-2	0.1	4	-6	1	-6	12	4
C/C(CC(=O)NCCN1CCOCC1)=N\NC(=O)c1ccncc1	-7	-2	0.2	2	2	0	-10	0	1
O=C(N/N=C/C=C/c1ccccc1[N+](=O)[O-])c1ccncc1	5	-2	0.0	1	4	1	-3	1	0
Cn1c(=O)c2c(nc(NCc3ccc4c(c3)OCO4)n2C)n(C)c1=O	-4	2	-0.2	-8	1	0	-4	-9	0
CCOc1ccc(NC(=O)C2CCN(S(=O)(=O)c3ccc4c(c3)C(C)(C)C(=O)N4C)CC2)cc1	3	-4	-0.4	1	0	0	6	-1	-4
O=C(O)c1ccc(S(=O)(=O)c2ccc3c(c2)C(=O)N(c2ccc(O)cc2)C3=O)cc1	0	-1	-0.4	-5	10	0	-4	12	2
CCCCCn1cnnc1SCC(=O)c1c(N)n(C2CC2)c(=O)[nH]c1=O	2	0	0.4	9	-4	0	7	2	-7
CCC(Sc1ncnc2c1nnn2-c1ccc(F)cc1)C(=O)OC (stereo unspecified)	5	0	-0.1	6	1	0	3	-3	-2
CCc1cccc(CC)c1NC(=O)CSc1nnc(C(C)C)n1CC	0	7	0.1	9	-5	0	3	-6	-12
CCCSC1=N/C(=C\c2ccc([N+](=O)[O-])o2)C(=O)S1	0	1	0.8	-3	2	1	-13	20	6
O=C1CC(Nc2ccc(N3CCOCC3)cc2)C(=O)N1c1ccccc1F (stereo unspecified)	3	-1	-0.4	2	2	1	5	9	-2
CSc1ncccc1C(=O)OCC(=O)N1CC(=O)Nc2ccccc21	-3	3	0.2	-2	1	1	-22	16	4
COc1cccc(-c2noc(C(C)n3nc(C)c([N+](=O)[O-])c3C)n2)c1 (stereo unspecified)	-10	-5	0.2	-7	-3	-1	-8	14	-1
C=CCSc1nc2ccccc2n2cnnc12	-9	5	0.6	1	-2	1	-3	-9	-4
CC1CN(Cc2nc3c(c(=O)n(C)c(=O)n3C)n2CCCc2ccccc2)CC(C)O1 (stereo unspecified)	-12	7	0.4	-12	-3	1	-7	4	1
COc1ccc2c3c([nH]c2c1)C1(NCC3)C(=O)Nc2ccccc21 (stereo unspecified)	-10	8	0.1	4	-2	1	-7	7	1
CC1(C)CC(=O)C2=C(C1)N(c1ccccc1)C(=O)CC2c1ccsc1 (stereo unspecified)	2	-2	0.2	1	-1	-1	-6	17	-2
CN(C(=O)CC1C(=O)NCCN1Cc1cccc(C(F)(F)F)c1)C1CCOCC1 (stereo unspecified)	-2	2	0.3	0	-4	1	5	-12	4
O=C(Oc1ccc(Cl)c2cccnc12)c1cccc([N+](=O)[O-])c1	6	10	-0.2	5	1	0	-5	15	-3
O=C(N/N=C/c1ccc(Cl)cc1)c1sccc1OCc1ccc(F)cc1	-15	-2	0.3	9	-2	-1	-8	30	-10
Cc1ccc(S(=O)(=O)NCC(=O)OCC(=O)c2c(N)n(C)c(=O)n(C)c2=O)cc1	-11	0	-0.1	-9	-1	2	-11	25	3
COc1ccc(/C=C2\SC(=Nc3ccccc3OC)NC2=O)cc1	-2	0	0.5	3	-4	0	-15	17	-3
CCSc1nnc(NC(=O)c2ccc(S(=O)(=O)N(C)C)cc2)s1	8	-9	0.2	6	0	0	5	-5	-9
CCN1CCN(C(=O)CN(c2ccc(F)c(Cl)c2)S(C)(=O)=O)CC1	-4	10	0.5	-3	-9	1	0	17	17
O=C(CCN1C(=O)c2ccccc2S1(=O)=O)Nc1cc(Cl)ccc1Cl	-8	1	1.7	1	0	6	-19	27	-6
CC(OC(=O)c1ccc(NC(=O)CC#N)cc1)C(=O)NCCC1=CCCCC1 (stereo unspecified)	1	4	-0.5	13	-4	2	3	0	-3
Cc1ccc(NC(=O)c2cccc(S(=O)(=O)N(C)c3ccccc3)c2)cc1S(=O)(=O)N1CCOCC1	13	-28	7.5	23	0	16	10	10	-17
CCOc1ccccc1N1CCN(C(=O)/C=C/c2cccc([N+](=O)[O-])c2)CC1	-3	-2	-0.8	-10	-4	-3	-10	13	0
O=C(c1ccncc1)N1CCN(C(=O)c2ccncc2)CC1	-4	6	0.9	-7	-3	1	-9	31	10
COc1ccc(/C=N/NC(=O)CCn2c3ccccc3c3ccccc32)cc1O	-5	-2	1.6	-2	1	6	-3	8	-5
CN(C)c1cc(Cl)c2nonc2c1N	-7	-4	0.2	-13	-1	1	-17	9	11
COc1ccccc1OCCC(=O)OCC(=O)Nc1cccc(Br)c1	-2	-4	1.3	4	4	4	-4	0	-1
C=CCc1ccccc1Oc1cc(F)nc(N)n1	0	-1	0.5	-9	0	0	-9	19	15
CCCCC(=O)O[C@H]1CC[C@H]2[C@@H]3CCc4cc(O)ccc4[C@H]3CC[C@]12C	-2	-7	0.7	1	0	1	-1	19	-8

An excerpt from above in order of count of non-hydrogen atoms, falling.
SMILES	M4 antag	CHRM4 PAM	M1 ag parental	CHRM5 antagonist	CHRM5 agonist	M4 ag	CHO-K1 Ca antag	M1 PAM parental	M5 PAM
Cc1ccc(NC(=O)c2cccc(S(=O)(=O)N(C)c3ccccc3)c2)cc1S(=O)(=O)N1CCOCC1	13	-28	7.5	23	0	16	10	10	-17
CCCCC(=O)O[C@H]1CC[C@H]2[C@@H]3CCc4cc(O)ccc4[C@H]3CC[C@]12C	-2	-7	0.7	1	0	1	-1	19	-8
O=C(c1ccncc1)N1CCN(C(=O)c2ccncc2)CC1	-4	6	0.9	-7	-3	1	-9	31	10

New compounds follow:
SMILES	M4 antag	CHRM4 PAM	M1 ag parental	CHRM5 antagonist	CHRM5 agonist	M4 ag	CHO-K1 Ca antag	M1 PAM parental	M5 PAM
CC(OC(=O)C1CCN(c2ccc(C(F)(F)F)cn2)CC1)C(=O)Nc1ccc(S(N)(=O)=O)cc1 (stereo unspecified)	-1	5	1.7	-5	-1	3	-3	14	4
COc1ccc(CNC(=O)Cc2c(C(=O)O)[nH]c3ccccc23)c(OC)c1	2	2	1.6	0	0	0	-24	10	1
CCCOc1cc(C)c(S(=O)(=O)n2ccc(C)n2)cc1C	-11	-1	0.8	-6	-2	6	6	-1	-10
Cc1cc(OCC(=O)NC2CC(C)(C)NC(C)(C)C2)c2c(C)cc(=O)oc2c1	1	4	0.2	16	-7	0	-3	6	-5
CCCCOCCCNC(=O)C[C@@H]1C[C@@]2(C(=O)OC)CCCCC=C2N(Cc2cccc3ccccc23)C1=O	6	-7	2.5	14	0	12	-9	-6	-11
COC(=O)c1cc(-c2ccccc2)on1	-6	1	-0.4	-2	-5	0	15	-4	-4
CN(C)CCCNC(=O)C(=O)Nc1ccc2c(c1)N(S(=O)(=O)c1cccs1)CCC2	-12	5	0.0	-6	-8	1	-14	-1	0
Cc1nc2nc(CSc3ccc(Cl)cc3)cc(=O)n2[nH]1	-7	10	-0.3	-3	0	1	2	8	1
CN1C(=O)SC(Nc2cccc3ccccc23)C1=O (stereo unspecified)	1	-2	0.3	5	-2	-1	-9	14	3
Cc1ccc(C(=O)CSc2ccc(-c3cccnc3)nn2)cc1	-8	-13	4.0	-1	5	7	-5	12	0

Single entries from the results shown:
Value for COc1ccc(CNC(=O)Cc2c(C(=O)O)[nH]c3ccccc23)c(OC)c1 under M1 PAM parental: 10
Value for CC(OC(=O)C1CCN(c2ccc(C(F)(F)F)cn2)CC1)C(=O)Nc1ccc(S(N)(=O)=O)cc1 (stereo unspecified) under M5 PAM: 4
Value for CCCOc1cc(C)c(S(=O)(=O)n2ccc(C)n2)cc1C under CHO-K1 Ca antag: 6

(next part)
SMILES	M4 antag	CHRM4 PAM	M1 ag parental	CHRM5 antagonist	CHRM5 agonist	M4 ag	CHO-K1 Ca antag	M1 PAM parental	M5 PAM
CC[C@]1(c2ccccc2)C(=O)N(C(=O)OC)N1C(=O)OC	-2	3	0.3	6	3	-1	-11	3	1
O=C(CCNC(=O)c1ccco1)NCc1ccccc1	0	-10	0.3	3	0	1	-15	8	2
O=C(c1ccc(Br)cc1)N1CCN(S(=O)(=O)c2ccccc2)CC1	1	0	2.5	0	2	8	-10	17	-2
CCOC(=O)C1CCN(C(=O)/C=C/c2ccc(OC)cc2)CC1	2	-2	0.2	-3	-4	1	8	5	0
O=C(CCC(=O)Nc1cccc2ccccc12)N/N=C/c1ccco1	6	2	0.1	4	-2	0	3	5	-4
Cc1ccccc1CN1CCCC(C(=O)Nc2ccccc2Oc2cccnc2)C1 (stereo unspecified)	2	0	0.2	1	-6	1	-4	11	5
Nc1c(NCc2ccccc2)c(=O)c1=O	8	1	0.1	15	1	0	14	-15	-1
COc1ccc(CCNC(=O)CN2C(=O)CCSc3ccccc32)c(OC)c1	0	0	0.8	4	-1	0	7	-20	-3
COc1ccc(C(=O)NCCONC(=O)c2ccc(OC)cc2)cc1	4	-1	0.1	0	0	1	4	15	2
COc1ccccc1N1CCN(C(=O)Cn2ncc3c([nH]c4ccccc43)c2=O)CC1	-10	6	1.5	-3	-1	3	-14	29	2
CCN(C(=O)COC(=O)/C(C#N)=C/c1ccc(N(C)C)cc1)C1CCS(=O)(=O)C1 (stereo unspecified)	-2	2	1.4	6	4	0	-13	5	-5
Cc1ccc2cc(C#N)c(N3CCCN(S(=O)(=O)c4ccccc4)CC3)nc2c1	3	-1	2.4	2	1	5	-6	20	-3
COc1ccc(-c2csc(N3C(=N)SCC3=O)n2)cc1	2	14	0.1	-8	1	1	-5	15	5
CC1CCCCN1C(=O)CSc1nc2ncccc2[nH]1 (stereo unspecified)	-7	-2	1.1	-5	-3	3	-8	-5	0
O=C(Nc1ccccc1)c1sc(N2CCOCC2)nc1-c1ccccc1	-9	19	-0.3	-10	-2	0	-14	27	11
CCCOc1ccc(C(=O)NCc2cccnc2)cc1	-3	5	1.1	-3	1	2	-20	16	0
COc1ccc(/C(C)=N/Nc2ccccc2Cl)c(O)c1	11	18	0.1	1	-1	0	-16	2	3
Cn1cc(C(=O)NCCO)c(=O)c2ccccc21	-6	2	-0.3	2	4	1	5	-15	8
Cc1ccc(-c2cc(C(=O)N/N=C/c3ccccc3O)n[nH]2)o1	2	7	0.4	-9	0	1	10	17	5
COc1ccc(-c2nn(-c3ccccc3)cc2C(=O)NCC2CCCO2)cc1 (stereo unspecified)	-7	-2	3.1	-5	0	6	5	-7	1
C=CCNC(=O)C1CCN(S(=O)(=O)CC)CC1	-1	8	0.6	0	2	1	-22	15	-2
O=c1[nH]c(=S)[nH]c2scc(-c3ccc(Br)cc3)c12	-4	0	2.8	7	-3	1	-4	17	-4
CC(C)CCOc1cccc(OCC(=O)NC2CCS(=O)(=O)C2)c1 (stereo unspecified)	3	-4	0.6	2	2	3	-3	9	-5
COc1ccccc1NC(=O)CSc1nc(=O)n2cc(C)ccc2n1	1	-2	3.5	1	-1	3	-9	11	4
